# High-throughput results (PubChem)
# SNCA expr inh – SNCA gene expression inhibition | HEK-293 SNCA-luciferase knock-in, luminescence, 24 h | Potency, µM (series often up to 57.2 µM), without a hit: at the highest dose activity change, negative = inhibition, most hits filed as inhibitors | 140,000 tested, 0.17% active;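 further: potency means the concentration at half of the fitted maximal effect; plate controls were DMSO cells for no effect and cell-free wells for full effect; nearly all actives have a fitted effect of over 45% in size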
# FLuc inh – blocks purified firefly luciferase enzyme activity | purified P. pyralis luciferase, luminescence, biochemical | Potency, µM (series often up to 115 µM), inactives show top-dose activity change, negative = inhibition, usual class: inhibitors | P08659 | 76,000 tested, 2.5% active | AID 1347043; further: potency means the concentration at half of the fitted maximal effect; nearly all actives have a fitted effect of over 65% in size
# Target sequence (P08659 whole entry, looked up): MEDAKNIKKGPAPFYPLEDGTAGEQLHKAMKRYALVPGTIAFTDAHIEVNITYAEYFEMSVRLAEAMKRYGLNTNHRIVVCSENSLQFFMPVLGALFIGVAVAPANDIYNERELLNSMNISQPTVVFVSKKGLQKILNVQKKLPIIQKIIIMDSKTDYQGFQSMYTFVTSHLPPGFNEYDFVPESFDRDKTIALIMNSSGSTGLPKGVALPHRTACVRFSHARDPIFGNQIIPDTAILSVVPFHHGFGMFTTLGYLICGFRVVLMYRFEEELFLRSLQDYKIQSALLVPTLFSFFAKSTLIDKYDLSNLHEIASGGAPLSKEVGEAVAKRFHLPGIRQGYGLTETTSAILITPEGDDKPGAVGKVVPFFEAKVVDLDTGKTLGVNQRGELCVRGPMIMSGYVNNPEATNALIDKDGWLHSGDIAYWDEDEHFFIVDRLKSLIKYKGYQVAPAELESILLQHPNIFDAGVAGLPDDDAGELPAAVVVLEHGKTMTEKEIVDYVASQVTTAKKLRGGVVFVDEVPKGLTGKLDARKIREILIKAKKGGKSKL
#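 Biochemical qHTS: compound (6-point titration) added to 10uM D-luciferin plus 10uM ATP in Tris acetate pH 7.5 buffer with Mg, Tween-20 and BSA, then purified enzyme at 10nM; light output imaged.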
# SNCA viab count – reduces viability of HEK-293 SNCA reporter cells; 150,000 tested, 0.12% active; Potency, µM (doses to about 57.1 µM), for inactives: at the highest dose activity change, negative = cytotoxicity, actives largely listed as cytotoxic; HEK-293-SNCA-luc viability, GF-AFC fluorescence, 24 h; AID 1671193;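 further: potency means the concentration at half of the fitted maximal effect; 0% = DMSO-treated cells and -100% = medium-only wells without cells; nearly all actives have a fitted effect of over 30% in size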
#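 Cytotoxicity counterscreen: after 24 h compound treatment of genome-edited SNCA-luciferase HEK-293 cells, live-cell protease substrate GF-AFC read by fluorescence after 30 min; activity scaled between DMSO (0%) and medium-only (-100%), curves Hill-fitted.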
# IP6K1 inhibitor – IP6K1 kinase inhibition | IP6K1 kinase, ADP-Glo luminescence, 2 h; active compounds read low | activity change, % (series mostly up to about 58 µM) | 140,000 tested, 0.81% active | AID 1645851; in the data active means activity change below about -25%
#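 ADP-Glo luminescence measures ADP made by human IP6K1 during a 2 h RT reaction with ATP/IP6 (mix at 1.3 mM/130 uM); top library doses 57.5 and 19.1 uM final.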
# NIH3T3 tox – cytotoxic compounds in NIH 3T3 cells. NIH 3T3 viability, CellTiter-Glo ATP luminescence, 48-72 h. Potency, µM (highest dose often 96.7 µM), without a hit: at the top dose activity change, negative = cytotoxicity, usual class: inhibitors. 94,000 tested, 4.3% active; further: potency means the concentration at half of the fitted maximal effect; nearly all actives have a fitted effect of over 55% in size
#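 Cells were seeded at 400 per well, treated with pin-transferred compound, and kept 48 or 72 hr at 37 °C before CellTiter-Glo addition and luminescence imaging of cellular ATP.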
# HEK293 tox – cytotoxic compounds in HEK 293 cells | Potency, µM (series often up to 115 µM), inactives show top-dose activity change, negative = cytotoxicity, hits mostly inhibitors | 94,000 tested, 6.6% active | HEK 293 viability, ATP luminescence (CellTiter-Glo), 48-72 h | AID 1345083; further: potency means the concentration at half of the fitted maximal effect; nearly all actives have a fitted effect of over 60% in size
#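 Read-out: CellTiter-Glo ATP luminescence. Cells: HEK 293, 250 cells/well. Exposure: 48 or 72 hr, 37 degree Celsius.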
# GPT2 inhibitor – inhibitors of human GPT2 alanine aminotransferase | Potency, µM (titrated, usually from 57.7 µM), for inactives: top-dose activity change, negative = inhibition, actives largely listed as inhibitors | Recombinant GPT2, coupled pyruvate oxidase/HRP Amplex Red fluorescence | 100,000 tested, 0.25% active | Q8TD30; further: potency means the concentration at half of the fitted maximal effect; nearly all actives have a fitted effect of over 60% in size; many of its hits are not listed in these tables
# Target sequence (Q8TD30 whole entry, looked up): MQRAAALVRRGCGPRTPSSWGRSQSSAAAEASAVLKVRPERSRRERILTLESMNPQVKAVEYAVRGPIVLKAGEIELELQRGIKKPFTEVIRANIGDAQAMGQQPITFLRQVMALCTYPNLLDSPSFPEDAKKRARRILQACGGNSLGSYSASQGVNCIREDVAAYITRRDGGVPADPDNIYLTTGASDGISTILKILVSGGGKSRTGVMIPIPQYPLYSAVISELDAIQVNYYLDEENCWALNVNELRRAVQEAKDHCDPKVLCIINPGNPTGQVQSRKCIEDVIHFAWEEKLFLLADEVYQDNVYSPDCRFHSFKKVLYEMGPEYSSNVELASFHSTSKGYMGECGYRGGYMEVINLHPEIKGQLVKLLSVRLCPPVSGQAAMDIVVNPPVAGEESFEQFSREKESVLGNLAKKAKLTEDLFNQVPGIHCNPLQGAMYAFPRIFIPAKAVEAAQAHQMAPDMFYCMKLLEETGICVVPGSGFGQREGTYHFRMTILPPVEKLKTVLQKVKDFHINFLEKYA
#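 GPT2 10ng/uL, a-KG 250uM, L-Ala 2mM, HEPES pH7.5 + 0.0001% Tween; 30 min RT. Then Amplex mix (PO/HRP/ThPP), 30 min RT dark, fluorescence. AOA 50uM used as positive control.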
# * = called active by the depositor; i = inactive; ? = inconclusive; · = not tested or not shown; [ ] = remark or other dose. Unless noted, the call rests on the fitted dose curve; in most records, active means well fitted curve in the direction sought with a large enough effect; inconclusive means small, poorly fitted or top-dose-only effect, or another doubt; inactive means no such curve, though single readings can be large; an effect the other way counts as inactive or inconclusive. Unless noted, on the % scale 0 is the no-effect control and ±100 the full control effect. A portion of the library, so the mix of outcomes need not match the whole.
# Sequence of screens – SNCA expr inh | FLuc inh | SNCA viab count | IP6K1 inhibitor | NIH3T3 tox | HEK293 tox | GPT2 inhibitor
1	CCc1nc(-c2ccc(OC3CCN(Cc4cccc(F)c4)C3)cc2)no1 (stereo not drawn)
    28% | -1% | 2% | 2 | ? | ? | -10%
2	CCOc1ccc(-c2nonc2NC(=O)c2ccco2)cc1
    11% | · | 23% | -12 | · | · | ·
3	O=C(Cn1cnc(S(=O)(=O)N2CCCC2)c1)Nc1ccccc1
    6% | · | 1% | -22 | · | · | ·
4	CCN1C[C@H]2COc3ccc(C)cc3[C@H]2N(C(=O)CC2CCCC2)CCC1=O
    · | · | · | 4 | ? | ? | ·
5	COCc1ncc(C)n1CCNC(=O)c1ccc(OC)nc1OC
    -4% | 7% | -17% | 0 | -11% | 2% | 4%
6	Cc1ccc(Sc2c(C)nn(C(C)(C)C)c2OC(=O)CC(C)C)cc1
    ? | · | 2% | -6 | · | · | ·
7	Cc1nn2c(=O)cc(COC(=O)c3ccc(NC(=O)COc4ccccc4F)cc3)nc2s1
    13% | · | -18% | -1 | · | · | ·
8	COc1ccccc1-c1cc2nc(C)c(CCC(=O)NCc3cccc(Cl)c3)c(C)n2n1
    ? | · | -4% | -5 | · | · | ·
9	C[C@H]1CC[C@@]2(OC1)O[C@H]1CC3C4CC[C@H]5C[C@@H](O)CC[C@]5(C)C4=CC(=O)[C@]3(C)[C@H]1[C@@H]2C (stereo partly drawn)
    · | · | 0%[23.9 µM] | -1 | · | · | 2%[27.3 µM]
10	COCCOC(=O)N1CCC(COc2ccc3c(cnn3CCC(=O)O)c2)CC1
    5%[87.6 µM] | -18%[172 µM] | 0%[87.6 µM] | 8 | ? | -14%[172 µM] | ?

# Compound profiles (already shown). Order of screens: SNCA expr inh, FLuc inh, SNCA viab count, IP6K1 inhibitor, NIH3T3 tox, HEK293 tox, GPT2 inhibitor
# Results for `C[C@H]1CC[C@@]2(OC1)O[C@H]1CC3C4CC[C@H]5C[C@@H](O)CC[C@]5(C)C4=CC(=O)[C@]3(C)[C@H]1[C@@H]2C` (stereo partly drawn) → ·, ·, 0%[23.9 µM], -1, ·, ·, 2%[27.3 µM]
# Results for `Cc1ccc(Sc2c(C)nn(C(C)(C)C)c2OC(=O)CC(C)C)cc1` → ?, ·, 2%, -6, ·, ·, ·
# Results for `CCc1nc(-c2ccc(OC3CCN(Cc4cccc(F)c4)C3)cc2)no1` (stereo not drawn) → 28%, -1%, 2%, 2, ?, ?, -10%
# Results for `COCCOC(=O)N1CCC(COc2ccc3c(cnn3CCC(=O)O)c2)CC1` → 5%[87.6 µM], -18%[172 µM], 0%[87.6 µM], 8, ?, -14%[172 µM], ?

# Other records
# Sequence of screens – SNCA expr inh | FLuc inh | SNCA viab count | IP6K1 inhibitor | NIH3T3 tox | HEK293 tox | GPT2 inhibitor
11	COc1cccc(-c2cc(C(=O)N3CCC(c4ccccc4)CC3)c3cnn(C)c3n2)c1
    · | · | · | -8 | ? | 35µM* | ·
12	O=C(NCCc1cccs1)C1CCN(C(=O)c2ncn3c2COC(c2ccc(F)cc2)C3)CC1 (stereo not drawn)
    ? | -25% | -1% | -8 | i | -2% | -5%
13	CC1=NS(=O)(=O)N(Cc2ccccc2C(F)(F)F)C=C1C(=O)O
    1% | 2% | 10% | 17 | 3% | 6% | 3%
14	COc1ccc(N2CC(NC(=O)C3CCCCC3)CC2=O)cc1OC (stereo not drawn)
    -11% | · | 4% | 10 | · | · | ·
15	CN(C)c1ccc(C(=O)N2CCN(C(=O)c3nnn4c3COC(c3ccc(Cl)cc3)C4)CC2)cc1 (stereo not drawn)
    4% | -8% | 17% | 10 | -7% | -24% | i
16	Cc1ccc(NCc2cccn2-c2nnc(N3CCC(C(=O)NCc4ccc(OC(C)C)cc4)CC3)s2)cc1
    ? | · | -8% | -10 | · | · | ·
17	C[S+](=O)([O-])N1CCC2(CC1)C(=O)NN=C2c1ccccn1
    3%[87.6 µM] | -4%[172 µM] | -2%[87.6 µM] | 9 | -18%[138 µM] | -9%[172 µM] | i
18	Cc1cccc(-c2noc(-c3nc(C)no3)n2)c1
    108%[activator] | 25µM* | -5% | 0 | -12% | -19% | ?
19	COc1ccccc1NC(=O)C1=C(C)Nc2nc(SCC(=O)c3ccc(C)cc3)nn2C1c1ccc(F)cc1 (stereo not drawn)
    -6% | · | -4% | 58 | · | · | ·
20	O=C(c1ccsc1)N1CCN(C(=O)N2CC3CC(C2)[C@H]2CCCC(=O)N2C3)CC1 (stereo partly drawn)
    -16% | 8% | -11% | -2 | -15% | 0% | 2%

# Two records drawn at random from those above:
# Sequence of screens – SNCA expr inh | FLuc inh | SNCA viab count | IP6K1 inhibitor | NIH3T3 tox | HEK293 tox | GPT2 inhibitor
3	O=C(Cn1cnc(S(=O)(=O)N2CCCC2)c1)Nc1ccccc1
    6% | · | 1% | -22 | · | · | ·
4	CCN1C[C@H]2COc3ccc(C)cc3[C@H]2N(C(=O)CC2CCCC2)CCC1=O
    · | · | · | 4 | ? | ? | ·

# Additional compounds.
# Sequence of screens – SNCA expr inh | FLuc inh | SNCA viab count | IP6K1 inhibitor | NIH3T3 tox | HEK293 tox | GPT2 inhibitor
21	COc1cc(NC(=O)CN2C(=O)NC3(CCC(C)CC3)C2=O)cc(OC)c1 (stereo not drawn)
    5% | 1% | -2% | -14 | -17% | ? | i
22	COCCNC(=O)c1nc(-c2ccc(Cl)cc2)c2ccccn12
    -1%[87.6 µM] | 1%[172 µM] | -12%[87.6 µM] | 0 | 79µM* | ? | i
23	Cc1nc(-c2ccc(S(=O)(=O)Nc3ccc(C#N)cc3)cc2)co1
    16% | · | ? | -18 | · | · | ·
24	CCOc1ccc(N2CC(NC(=O)Cc3cccs3)CC2=O)cc1 (stereo not drawn)
    -7% | · | 18% | -3 | · | · | ·
25	COc1ccc(-c2nc(SCC(=O)NC3CCCC3)c(-c3ccc(F)cc3)[nH]2)cc1
    ? | · | -22% | 3 | · | · | ·
26	O=C(NCCN1CCOCC1)c1ccc2oc(-c3ccnc(Cl)c3)nc2c1
    25% | · | 7% | -12 | -21% | -11% | i
27	CC(C)C1=NOC2(CCN(C(=O)C3CCCC3)CC2)C1
    26%[87.6 µM] | · | -5%[87.6 µM] | -5 | -23%[138 µM] | -5%[172 µM] | i
28	O=C(NC1CCN(c2cc(-c3ccc(Cl)cc3)[nH]n2)C1)c1ccccc1 (stereo not drawn)
    -21% | -5% | 4% | 0 | ? | ? | ?
29	CC(C)Oc1ccc(C(=O)N(Cc2ccc(N(C)C)cc2)Cc2ccco2)cc1
    8% | · | -20% | 19 | · | · | ·
30	C=CCOc1cccc(-c2nnc(CCC(=O)NC(C)CC)c(=O)[nH]2)c1 (stereo not drawn)
    -16% | -12% | 18% | 25 | -13% | -5% | i

# (listing goes on)
# Sequence of screens – SNCA expr inh | FLuc inh | SNCA viab count | IP6K1 inhibitor | NIH3T3 tox | HEK293 tox | GPT2 inhibitor
31	COc1ccc(Cl)cc1NC(=O)CSc1nnc(C)n2c1cc1sccc12
    3% | · | -8% | 23 | · | · | ·
32	O=C(NC1CCCN(c2cc(-c3ccccc3)[nH]n2)C1)c1ccc2[nH]ccc2c1 (stereo not drawn)
    121%[activator] | 32µM* | -12% | 6 | ? | ? | -21%
33	Cc1ccc(S(=O)(=O)NCCc2nnc3ccc(SCc4ccc(F)cc4)nn23)cc1
    6% | · | 1% | -14 | · | · | ·
34	CCc1ccc(C(=O)c2cn(CC(=O)Nc3ccc(OC)cc3)c3cc4c(cc3c2=O)OCCO4)cc1
    -20% | · | -3% | 4 | · | · | ·
35	CC1=NOC2(CCN(Cc3cccn3C)CC2)C1
    -9%[87.6 µM] | -4%[172 µM] | 11%[87.6 µM] | 4 | i | 0%[172 µM] | i
36	COc1ccc(-c2ccnc(N[C@H]3CO[C@H]4[C@@H]3OC[C@H]4OC(=O)Nc3ccc(C(C)=O)cc3)n2)cc1
    37%[activator] | 6% | -16% | -12 | -32% | ? | -1%
37	Cc1cccc(C)c1NC(=O)Cn1cc(S(=O)(=O)Cc2ccc(F)cc2)c2ccccc21
    1% | · | -1% | -5 | · | · | ·
38	COc1ccc(-c2noc(CN(C(=O)c3ccccc3Cl)C(C)C)n2)cc1
    1% | · | -8% | -9 | · | · | ·
39	Cc1ncc(C(C)C)c(-c2ccccc2CN(C)C)n1
    -26% | 5% | 1% | -8 | -17% | -7% | i
40	CC1CCN(CCCNC(=O)C2CCCN(S(=O)(=O)c3cn(C)cn3)CCC(=O)NCC2)CC1 (stereo not drawn)
    1% | 10% | 3% | -5 | 2% | -1% | 3%

# Next structures:
# Sequence of screens – SNCA expr inh | FLuc inh | SNCA viab count | IP6K1 inhibitor | NIH3T3 tox | HEK293 tox | GPT2 inhibitor
41	CCOc1ccc(CN2CCCC(COc3ccccc3C(=O)N3CCCC3)C2)cc1 (stereo not drawn)
    -4% | -3% | 0% | 1 | -23% | ? | -18%
42	COCc1nnc2n1CCC(NC(=O)COc1ccc(F)cc1)CC2 (stereo not drawn)
    2% | 9% | 8% | -14 | i | i | i
43	CN(C)c1cccc(-c2nc(-c3nnn4c3COC(c3ccccc3Cl)C4)no2)c1 (stereo not drawn)
    -3% | -11% | 16% | 16 | i | 4% | i
44	C=CCN1Cc2cc(F)ccc2N(CC(O)Cc2ccccc2)CCC1=O (stereo not drawn)
    · | · | · | 4 | -28% | ? | ·
45	O=C(Nc1nnc(S(=O)(=O)Nc2ccccc2)s1)C1CCCCC1
    4% | · | 5% | -4 | · | · | ·
46	O=C1c2c(nc(COc3ccc4c(c3)OCO4)n2Cc2ccccc2)NCCN1Cc1ccccc1F
    ? | -14% | ? | -12 | ? | 35µM* | -10%
47	CCCN(CCC)CC(O)Cn1cc(/C=C/C(=O)c2ccc(Br)cc2)c2ccccc21 (stereo not drawn)
    -5% | · | 6% | 6 | · | · | ·
48	Cn1cccc1C(=O)NCc1nnc2ccc(-c3ccccc3)nn12
    10% | 6% | 3% | 3 | -17% | ? | i
49	Cc1ccc(NC(=O)c2cn3c4c(ccc(Cl)c4c2=O)OC(C)C3)c(C)c1 (stereo not drawn)
    -25% | · | -15% | 11 | · | · | ·
50	Cc1cccc(Nc2c3c(nc4nncn24)CCC3)c1
    70%[activator] | · | 10% | -5 | · | · | ·
51	C#CCNC(=O)[C@@H]1CCCN1[C@@H](C(=O)NC)c1ccccc1OC
    -6%[87.6 µM] | 3%[172 µM] | -8%[87.6 µM] | 5 | 2%[174 µM] | 3%[172 µM] | -10%[88.5 µM]
